HT1080 IDH1KD tx = toxicity to HT-1080 IDH1 knockdown cells (counter line); Potency, µM (titrated, usually from 46.1 µM), for the others: at the highest dose activity, negative = toxicity, usual class: cytotoxic; 360,000 tested, 2% active; HT-1080 IDH1 knockdown viability, ATP luminescence, 48 h; AID 686971;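 further: potency means the concentration at half of the fitted maximal effect; 0% = DMSO wells and -100% = cell-free medium wells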
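Luminescent ATP read-out (CellTiter-Glo, 10 min at room temperature) after 48 h compound exposure at 37 °C gave viability of IDH1-knockdown HT-1080 cells. Activity was normalised to DMSO and cell-free wells, then fitted as concentration-response curves.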
MCF10A rerep = induces DNA re-replication in MCF 10a normal breast cells. 350,000 tested, 2.9% active. AID 624296. MCF 10A DNA re-replication, Hoechst nuclear intensity, 48 h. Potency, µM (series often up to 46.1 µM), without a hit: top-dose activity, positive = re-replication, actives largely listed as activators; further: potency means the concentration at half of the fitted maximal effect; % of control where 0% means no effect; nearly all actives have a fitted effect of over 50% in size
SW480 rereplic = induces DNA re-replication in SW480 colon adenocarcinoma cells | SW480 DNA re-replication, Hoechst DNA content imaging, 48 h | Potency, µM (top dose mostly 46.1 µM), for inactives: at the top dose re-replication activation, actives largely listed as activators | 340,000 tested, 1.8% active; further: potency means the concentration at half of the fitted maximal effect; % of control where 0% means no effect; nearly all actives have a fitted effect of over 55% in size
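First, 250 cells per well were seeded. Next, compound or vehicle (23 nL) was pinned in, plates sat 48 hr at 37 C. Finally Hoechst was added for 40 min before fluorescence scanning.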
HT1080NT lethal = kills 2HG-producing HT-1080-NT fibrosarcoma cells. HT-1080-NT fibrosarcoma viability, CellTiter-Glo ATP luminescence, 48 h. Potency, µM (titrated, usually from 46.1 µM), for the others: at the highest dose activity, negative = less viability, hits mostly cytotoxic. 360,000 tested, 1.6% active;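 further: NT is the 2HG producing partner of a matched IDH1 knockdown line; potency means the concentration at half of the fitted maximal effect; 0% = DMSO-treated cells and -100% = media-only wells without cells; nearly all actives have a fitted effect of over 55% in size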
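HT-1080-NT; 750 cells/well; 5% FBS RPMI; 48 h compound, 37 degrees C; CellTiter-Glo luminescence; curve fitting and curve-class assignment.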
IL1B secr inh = inhibitors of inflammasome signaling (IL-1 beta secretion); activity change, % at 57.5 µM; 360,000 tested, 4.7% active; THP-1 LPS/ATP IL-1B secretion, AlphaLISA, 16 h; active compounds read low; in the data active means activity change below about -50%; inconclusive means mostly about -30% to -49%; further: on the % scale 0 is the no-effect control and ±100 the full control effect
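THP-1 cells pretreated 1 hr with compounds (up to 57.5 uM final), then stimulated with LPS (250 ng/mL final) plus ATP (1.25 mM final); secreted IL-1B measured by AlphaLISA after 16 hr, decreased signal indicating inhibition.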
GLP1R cytotox = cytotoxic in the GLP-1 receptor inverse agonist counter-screen; HEK293 cAMP-luciferase reporter cells, luminescence, 24 h; Potency, µM (doses to about 38.3 µM), for the others: top-dose activity change, negative = inhibition, usual class: inhibitors; 410,000 tested, 0.13% active; AID 624418;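 further: loss of luciferase light is scored as toxicity; potency means the concentration at half of the fitted maximal effect; on the % scale 0 is the no-effect control and ±100 the full control effect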
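To flag toxic compounds, the library was rerun on cells for 24 hr at 37 deg C and 5% CO2. Viability-linked luminescence was captured 12 min after adding luciferase detection reagent.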
KB-3-1 tox = kills parental KB-3-1 adenocarcinoma cells | Potency, µM (top dose mostly 46.1 µM), for inactives: at the top dose activity change, negative = cytotoxic, most hits filed as cytotoxic | KB-3-1 viability, CellTiter-Glo ATP luminescence, 72 h | 400,000 tested, 1.4% active; further: potency means the concentration at half of the fitted maximal effect; on the % scale 0 is the no-effect control and ±100 the full control effect; nearly all actives have a fitted effect of over 60% in size
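Here the drug-naive KB-3-1 line serves as comparator for MDR sub-line selectivity; cells received compound titrations, 72 h at 37 °C, then CellTiter-Glo readout.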
KB-V1 MDR tox = kills drug-selected multidrug resistant KB-V1 cells. KB-V1 MDR cells viability, CellTiter-Glo, 72 h. Potency, µM (top dose mostly 46.1 µM), without a hit: top-dose activity change, negative = cytotoxicity, hits mostly cytotoxic. 400,000 tested, 3.4% active; further: potency means the concentration at half of the fitted maximal effect; on the % scale 0 is the no-effect control and ±100 the full control effect; nearly all actives have a fitted effect of over 60% in size
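KB-V1, DMEM (no phenol red) + 10% FBS; cpd pin-transferred, titration series; 72 h, 37 degrees C; CellTiter-Glo, luminescence. Data normalized, curve-fit.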
DRD3 agonist = D3 dopamine receptor (human) agonism; P35462; D3R DiscoveRx beta-arrestin cells, luminescence, 90 min; max activation, %; 410,000 tested, 0.58% active; in the data active means max activation above about 30%; further: 0% is about no effect; mostly tested at two doses, the higher about 12 µM
Target sequence (P35462 whole entry, looked up): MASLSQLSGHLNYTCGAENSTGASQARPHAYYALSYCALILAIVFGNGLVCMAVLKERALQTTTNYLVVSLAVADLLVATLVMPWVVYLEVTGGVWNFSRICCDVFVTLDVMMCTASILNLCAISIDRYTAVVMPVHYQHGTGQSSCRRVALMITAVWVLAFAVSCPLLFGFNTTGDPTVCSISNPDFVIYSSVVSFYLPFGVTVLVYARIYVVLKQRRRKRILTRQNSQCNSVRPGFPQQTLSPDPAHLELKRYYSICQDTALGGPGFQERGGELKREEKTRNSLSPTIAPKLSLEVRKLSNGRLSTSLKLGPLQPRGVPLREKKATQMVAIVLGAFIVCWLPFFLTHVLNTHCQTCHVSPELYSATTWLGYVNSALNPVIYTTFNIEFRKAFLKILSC
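Agonist-mode cell screen: cells plated at 1500/well and incubated overnight at 37 °C, then exposed to library compounds for 90 min at 37 °C. Detection reagent was added for 30–60 min at room temperature, and luminescence was read.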
Active calls of the source: *; ? = inconclusive; · = no result given; & = joins results of further samples; [ ] = dose if it differs, or a comment. Unless noted, the call rests on the fitted dose curve; in most records, active means well fitted curve in the direction sought with a large enough effect; inconclusive means small, poorly fitted or top-dose-only effect, or another doubt; inactive means no such curve, though single readings can be large; an effect the other way counts as inactive or inconclusive.

SMILES	HT1080 IDH1KD tx	MCF10A rerep	SW480 rereplic	HT1080NT lethal	IL1B secr inh	GLP1R cytotox	KB-3-1 tox	KB-V1 MDR tox	DRD3 agonist
O=C(NN1C(=O)NC2(CCCCC2)C1=O)c1cccs1	-1%	-4%	4%	14%	0	0%	2%	-10%	-16
Cc1ccc(-c2[nH]c3ccccc3c2SCCNC(=O)c2ccc(S(=O)(=O)N3CCOCC3)cc2)cc1	-11%	16%	-4%	-11%	36	1%&0%	-10%&0%	3%&14%	3&1
CC1(C(=O)Nc2nccs2)CCN1C(=O)CC(c1ccccc1)c1ccccc1 (stereo not drawn)	4%	·	·	6%	12	7%	-13%	?	-7
COc1cc(OC)c(C2=NOC(C(=O)N3CCN(C(=O)c4ccco4)CC3)C2)cc1Cl (stereo not drawn)	-3%	0%	17%	-17%	-15	0%[0.307 µM]	?	?	2
Cc1ccc(-c2cnc(C3CC3)o2)cc1S(=O)(=O)Nc1cccc(C)c1C	·	·	·	·	·	2%	-3%	-1%	-10
CCn1c(SCC(=O)NC2CCCC2)nnc1-c1c[nH]c2ccccc12	11%	11%	-8%	6%	9	-3%	0%	0%	6
CC1Cc2ccccc2N1C(=O)CSc1nnc2sc3ccccc3n12 (stereo not drawn)	5%	9%	2%	?	0	-7%	24%	?	-2
COc1ccc(NC(=O)c2cccc(Cn3cc(Br)c([N+](=O)[O-])n3)c2)c(C)c1	11%	-10%	3%	25%	22	2%	-16%	?	-2
COc1ccc(OCC(=O)Nc2nnc(-c3ccco3)s2)cc1	13%	-4%	-10%	15%	29	0%	5%	20%	6
COc1ccccc1NC(=O)Nc1ccc(C)cn1	7%	1%	0%	13%	7	-25%	1%	12%	12

Some entries already given with just HT1080 IDH1KD tx and GLP1R cytotox:
Structure	HT1080 IDH1KD tx	GLP1R cytotox
Cc1ccc(-c2[nH]c3ccccc3c2SCCNC(=O)c2ccc(S(=O)(=O)N3CCOCC3)cc2)cc1	-11%	1%&0%
CC1(C(=O)Nc2nccs2)CCN1C(=O)CC(c1ccccc1)c1ccccc1 (stereo not drawn)	4%	7%

Back to the main list with the two entries that preceded the break.
SMILES	HT1080 IDH1KD tx	MCF10A rerep	SW480 rereplic	HT1080NT lethal	IL1B secr inh	GLP1R cytotox	KB-3-1 tox	KB-V1 MDR tox	DRD3 agonist
COc1ccc(OCC(=O)Nc2nnc(-c3ccco3)s2)cc1	13%	-4%	-10%	15%	29	0%	5%	20%	6
COc1ccccc1NC(=O)Nc1ccc(C)cn1	7%	1%	0%	13%	7	-25%	1%	12%	12
CCOC(=O)C1CCCN(CCC(=O)Nc2cc(OC)ccc2OC)C1 (stereo not drawn)	7%	1%	2%	7%	21	-8%	-3%	-6%	2
Cc1cccc(NC(=O)CN2C(=O)/C(=C3\SC(=S)N(CC4CCCO4)C3=O)c3ccccc32)c1 (stereo not drawn)	2%	0%	-8%	2%	1	-14%	0%	10%	1
COc1ccc(C2N(c3ccccc3)C(=S)N3CCCN23)cc1 (stereo not drawn)	14%	6%	11%	6%	5	-2%	9%	-18%	-2
CC(C)c1ccc(NC(=O)COC(=O)C2=COCCO2)cc1	7%	-5%	-7%	5%	15	-11%	-16%	3%	2
COc1cc(OC)c2c(-c3cccc(/C=C/c4ccc(F)cc4)c3)cc(=O)oc2c1	-9%	0%	-29%[9.22 µM]	-1%	3	-5%	-14%	-24%	10
CCOc1ccc(S(=O)(=O)Nc2ccccc2C(=O)Nc2ccccc2N2CCOCC2)cc1	-2%	4%	-5%	-1%	4	5%	0%	4%	-1
CCc1nnc(NC(=O)CSc2nnnn2-c2cccc(C(=O)OC)c2)s1	9%	-5%	-10%	14%	25	-2%	5%	11%	-2
CCOC(=O)c1sc(Nc2nc(OC)cc(OC)n2)nc1C	-1%	-4%	-9%	-3%	53	7%	-3%	-11%	6
CCS(=O)(=O)N1N=C(c2cccc(NS(C)(=O)=O)c2)CC1c1ccccc1 (stereo not drawn)	1%	-7%	-7%	6%	4	-2%	8%	19%	2
O=C(CSc1ccc(-c2ccccc2)nn1)Nc1ccc2c(c1)OCCO2	0%	-1%	4%	10%	16	-1%[1.53 µM]	1%	-26%	1
COc1cccc(NC(=O)C2(C)CCN2CCc2ccccc2)c1 (stereo not drawn)	-4%	·	·	8%	17	0%	0%	4%	-7
CCOc1ccc(NC(=O)c2ccccc2NS(=O)(=O)c2ccc(F)cc2)c([N+](=O)[O-])c1	-1%	20%	-7%	-11%	?	-19%	-9%	?	9
O=C1Nc2ccccc2C1Cc1ccccn1 (stereo not drawn)	-1%	-2%	-9%	0%	-3	-3%	1%	24%	2
COc1ccc(-c2nnc(SCC(=O)Nc3ccc(Cl)cc3)n2C)cc1	-4%	3.3µM*	15µM*	-2%	0	16%	-2%	-2%	-6
COc1ccc(CC(N)c2csc(Nc3cc(NCCCO)ncn3)n2)cc1 (stereo not drawn)	?	·	·	-20%	-57*	1%	0%	8%	-14
Cc1ccc(NC(=O)N(CCCN2CCOCC2)Cc2cccs2)cc1C	-12%	-3%	?	-9%	-25	2%	-6%	19%	-11
COC(=O)C(NC(=O)CN1C(=O)c2ccccc2C1=O)c1ccc(O)c(OC)c1 (stereo not drawn)	6%	16%	-27%	-3%	17	1%	16%	5%	2
COc1cc(Cn2c3ccc(NC(=S)NCc4ccc(C)cc4)cc3c(=O)n2C)ccc1F	-23%	·	·	-18%	-29	-2%	?	-11%	-6
CC(=O)Nc1ccc(C(=O)CSc2nc3ccccc3n2CC(=O)N2CCCC2)cc1	-18%	-1%	0%	4%	22	-26%	4%	-16%	2
Cc1oc(-c2cc(F)ccc2F)nc1CN1CCN(c2cnccn2)CC1	11%	0%	1%	8%	5	-4%	-7%	-13%	-19
COc1cc(NC(=O)C/C(C)=N/NC(=O)c2ccccn2)c(OC)cc1Cl	0%	-1%	-15%	-18%	-59*	-10%	4%	-14%	-27
Cc1cccc(NC(=O)CN2CCN(CC(=O)Nc3cccc(C)c3)CC2)c1	14%	21µM*	1%	-2%	-4	?	-8%	?	1
CC1CCN(CCOc2ccc(OCc3ccccc3)cc2)CC1	-14%	?	0%	-17%	?	-33%	-14%	15µM*	-13
CCc1ccc(NC(=O)CSc2nnc(SCC(=O)Nc3ccc(CC)cc3)n2N)cc1	?	3%	-1%	?	26	-21%	7%	28%	2
O=C(NCCCN1CCOCC1)C(=O)N/N=C/c1ccc2c(c1)OCO2	10%	-11%	-19%	-1%	-8	0%	10%	11%	4
CSc1sc(C(=O)OC(C)C)c2c1C(=O)CC(C)(C)C2	17%	-1%	-2%	13%	35	-5%	3%	0%	5
Cc1cc(C)n(-c2c(F)c(F)c(CN3CCOCC3)c(F)c2F)n1	?	14%	-11%	17%	6	0%	0%	9%	1
Cc1ccc(/C=N/NC(=O)CSc2nc3ccccc3c(=O)n2-c2ccccc2)s1	14%	-65%[inhibitor]	-6%	-2%	0	6%	4%	-6%	4
COc1cccc(CNC(=O)c2ccc(C3SCCS3)cc2)c1	8%	11%	?	1%	12	-11%	10%	-3%	0
CCSC(=O)N(CC)CC(=O)Nc1c(CC)cccc1CC	?	6%	10%	-8%	-13	2%	-3%	-17%	-9
COCCNC(=O)c1ccc2c(c1)ncn2-c1cc(C)ccc1OC	·	·	·	·	·	2%	11%	-4%	-17
CCc1ccccc1NC(=O)c1cnccn1	10%	-5%	-7%	10%	3	0%	1%	-4%	-2
CCOC(=O)Nc1c(C)n(C)n(-c2ccccc2)c1=O	6%	13%	1%	6%	9	3%	6%	12%	-2
COc1cccc(N2CCN(c3ncnc4onc(-c5ccc(Cl)cc5)c34)CC2)c1	·	·	·	·	·	23%	-11%	1%	6
CN1/C(=C\C(=S)NC(=O)c2cccc(Br)c2)C(C)(C)c2ccccc21	?	?	?	-3%	-27	-1%	?	8.2µM*	-3
O=C(CSc1c2c(nc3ccc(Cl)cc13)CCCC2)NCCCN1CCOCC1	-28%	?	?	?	-93*	-28%	0%	-12%	-6
Cc1ccc(-c2nn3c(C)nnc3s2)cc1NC(=O)c1ccco1	-8%	5%	-11%	8%	1	-1%	2%	19%	-3
Cc1cccc(N=N/C(=C\O)C(=O)c2ccc(Br)cc2)c1	?	?	?	?	-85*	-24%	?	?	16
COc1ccc(-n2nc3c(c2NC(=O)CC(C)C)CS(=O)C3)cc1 (stereo not drawn)	17%	-1%	-2%	?	-10	0%	13%	?	4
Cn1c(COc2ccccc2)nnc1SCC(=O)Nc1nnc(C2CC2)s1	17%	17%	-7%	16%	4	-3%	15%	?	-2
CCOc1cccc(-c2c(C(=O)N/N=C(\C)c3ccccn3)nnn2-c2nonc2N)c1	?	1%	5%	?	48	-27%	0%	?	-20
Cc1cc(C(=O)Nc2c(C)n(C)n(-c3ccccc3)c2=O)on1	-5%	-2%	-21%	-1%	1	-1%	-2%	?	-5
Cc1cc(N2CCOCC2)ccc1/C=C1\NC(=O)N(CC(=O)Nc2ccc(F)cc2)C1=O	-4%	?	-4%	0%	-15	-16%	3%	-1%	0
CCCc1cc(C(N)=O)c(NC(C)=O)s1	?	1%	3%	8%	?	-12%	0%	7%	-15
COc1ccc(-c2cc(C(=O)NCCc3ccc(OC)c(OC)c3)c3c(-c4ccc(F)cc4)[nH]nc3n2)cc1	·	·	·	·	·	-16%	0%	-1%	-8
Cc1nn(-c2ccccc2)c2c1c(C)c(CCC(=O)NCC1CCCO1)c(=O)n2C (stereo not drawn)	8%	-4%	11%	14%	-20	5%	-12%	-28%	-4
Cc1nc(NCC2CC2)c2nnn(Cc3ccccc3)c2n1	?	-1%	3%	-20%	36	-6%[0.307 µM]	1%	?	-2

Assay outcomes from PubChem.
